Screening results from PubChem BioAssay.
ABCG2 block – blocks JC-1 efflux by human ABCG2 transporter; Q9UNQ0; IgMXP3 cells, flow cytometry; inhibition, % at 6.6 µM; actives 0.1% (n = 190,000);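 active means inhibition above 80%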;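 further: 0% = DMSO and 100% = nicardipine control wells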
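Times: 10 min at 25 °C | Test system: Two drug-resistant human cell lines, ABCG2 and ABCB1 | Quantity: 3 million cells/mL final, two lines in 1:1 ratio | Signal: Flow cytometry, 530 nm JC-1 signal | Dosing: Compound at 6.6 µM | Controls: Nicardipine and DMSO wells | Reagent: JC-1 as fluorescent efflux pump substrate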
ABCB1 block – human ABCB1 inhibition, ABCG2 as counter-screen. AID 1326. CCRF-Adr cells, JC-1 efflux, flow cytometry. actives 0.067% (n = 190,000). inhibition, % at 6.6 µM; in the data active means inhibition above about 40%;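 further: 0% = vehicle and 100% = reference inhibitor; higher value means more JC-1 retained so stronger ABCB1 efflux block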
Avidin bead fluor – compound fluoresces at 488/530 nm on avidin beads | compound fluorescence 488/530 nm, flow cytometry; active compounds read high | fluorescence (KMESF) at 10 µM | actives 0.38% (n = 220,000) | AID 1775; in the data active means fluorescence above about 47; further: inactives centre near 10
Bfl-1 Bim block – disrupts Bim binding to human Bfl-1; Q16548; Bead-based flow cytometry, Bim-Bfl-1 binding inhibition; inhibition, % at 10 µM; actives 0.12% (n = 190,000); AID 1008;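 further: 0% = wells without compound plus tracer and 100% = blocker peptide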
RGS4-Gao reg – modulates binding of RGS4 to human Galphao; P09471; Multiplexed bead flow cytometry; actives lie on both sides; binding response (% of control), % at 10 µM; actives 0.33% (n = 220,000); in the data active means binding response below about 49% or above about 150%; inactive means in between;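 further: fluorescent Galphao activated with aluminum fluoride binding bead-coupled RGS4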
Target sequence (P09471 whole entry, looked up): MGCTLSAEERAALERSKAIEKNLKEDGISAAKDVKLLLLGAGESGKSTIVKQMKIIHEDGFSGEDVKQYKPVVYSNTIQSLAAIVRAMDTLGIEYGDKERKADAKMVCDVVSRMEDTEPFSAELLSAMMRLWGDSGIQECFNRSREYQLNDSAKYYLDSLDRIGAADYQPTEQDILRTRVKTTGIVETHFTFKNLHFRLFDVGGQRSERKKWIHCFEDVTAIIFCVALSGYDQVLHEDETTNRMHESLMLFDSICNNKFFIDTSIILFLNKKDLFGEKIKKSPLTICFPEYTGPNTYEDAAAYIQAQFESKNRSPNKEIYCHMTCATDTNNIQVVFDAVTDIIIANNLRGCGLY
GSH fluor – GSH bead compound fluorescence profile. actives 0.25% (n = 190,000). AID 1776. GSH beads flow cytometry, compound fluorescence 488/530 nm; active compounds read high. fluorescence (KMESF) at 10 µM; in the data active means fluorescence above about 89;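 further: glutathione beads carrying GST-tagged Bcl family fusion proteins plus one bare bead set; values are compound well signal with DMSO vehicle wells as background; inactives centre near 16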
Bim-Bcl-XL – human Bim-Bcl-XL interaction inhibition. inhibition, % at 10 µM. actives 0.04% (n = 190,000). Q07817. AID 1007. Bim peptide-Bcl-XL binding, bead flow cytometry, fluorescence
Target sequence (Q07817 whole entry, looked up): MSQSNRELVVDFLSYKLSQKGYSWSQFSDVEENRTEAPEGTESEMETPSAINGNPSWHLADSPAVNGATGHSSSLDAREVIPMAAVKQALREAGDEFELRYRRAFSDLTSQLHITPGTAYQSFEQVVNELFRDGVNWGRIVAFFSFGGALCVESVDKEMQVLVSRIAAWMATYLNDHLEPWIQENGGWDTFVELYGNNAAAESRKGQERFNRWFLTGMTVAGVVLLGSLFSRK
Bim-Bcl-B – human Bim-Bcl-B interaction inhibition; actives 0.073% (n = 190,000); bead-based flow cytometry, Bim peptide-Bcl-B binding; AID 951; Q9HD36; inhibition, % at 10 µM;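 further: 0% = tracer peptide without compound and 100% = reference inhibitor peptide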
Target sequence (Q9HD36 whole entry, looked up): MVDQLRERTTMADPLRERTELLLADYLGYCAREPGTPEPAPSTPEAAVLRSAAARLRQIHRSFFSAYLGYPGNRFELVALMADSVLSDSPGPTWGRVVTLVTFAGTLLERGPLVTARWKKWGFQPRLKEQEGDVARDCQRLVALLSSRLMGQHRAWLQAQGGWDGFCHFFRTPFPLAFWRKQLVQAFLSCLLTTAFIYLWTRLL
RGS7-Gao – human RGS7-Galphao interaction regulation | P09471 | binding response (% of control), % at 10 µM | actives 0.35% (n = 220,000) | Multiplexed bead flow cytometry, RGS7-Galphao binding; actives lie on both sides | AID 1439; in the data active means binding response below about 49% or above about 150%; inconclusive means no clear call, values can overlap the other calls; inactive means in between;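 further: fluorescent Galphao held in activated GDP-AlF4 state binding bead-coupled RGS7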
Bim-Bcl-2 – inhibitors of Bim-Bcl-2 interaction, human. inhibition, % at 10 µM. Bead-based flow cytometry, Bim peptide-Bcl-2 binding. P10415. actives 0.06% (n = 190,000). AID 950; in the data active means inhibition above about 40%; inconclusive means no clear call, values can overlap the other calls;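 further: 0% = no compound wells with probe peptide and 100% = reference peptide inhibitor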
Bim-Bcl-W – disrupts Bim peptide binding to human Bcl-W; inhibition, % at 10 µM; bead-based flow cytometry; actives 0.02% (n = 190,000); AID 952;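 further: 0% = bound tracer without compound and 100% = peptide blocker; higher means less fluorescent Bim peptide bound to Bcl-W beads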
Target sequence (Q92843 whole entry, looked up): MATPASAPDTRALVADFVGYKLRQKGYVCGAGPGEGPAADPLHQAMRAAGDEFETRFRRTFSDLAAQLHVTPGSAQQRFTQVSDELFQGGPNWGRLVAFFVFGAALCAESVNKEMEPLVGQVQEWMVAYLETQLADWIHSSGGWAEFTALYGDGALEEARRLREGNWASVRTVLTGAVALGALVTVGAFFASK
The depositor's hits bear a star; ? = inconclusive; . = no result given. Unless noted, no stated cut-off is given here; in the data, active means inhibition above about 40%. Not a hit list; any-hit rate near 1.3%.

smiles	ABCG2 block	ABCB1 block	Avidin bead fluor	Bfl-1 Bim block	RGS4-Gao reg	GSH fluor	Bim-Bcl-XL	Bim-Bcl-B	RGS7-Gao	Bim-Bcl-2	Bim-Bcl-W
O=C(c1ccc2snnc2c1)N1CCCC1	1	0.2	43	-1	103	27	-4	-4	104	-4	-4
N#Cc1c(-c2ccccc2)ccnc1Oc1ccccc1	1	0.2	4	-17	101	24	-4	-6	102	-3	0
Cc1ccc(C)n1CCN1CCN(C(=O)CC#N)CC1	-3	-0.4	9	0	107	13	0	0	?	2	0
CC(=O)NCc1ccc(-c2csc(N)n2)s1	3	1.2	14	2	99	23	2	2	100	2	0
CC(C)C(C)(C#N)NC(=O)CSc1nc2scc(-c3ccccc3)c2c(=O)[nH]1 (stereo not given)	-3	-0.8	5	3	102	10	-6	-7	101	-3	-2
CCOC(=O)c1sc(NC(=O)CSc2nc3ccccc3s2)c(C(=O)OCC)c1C	1	-0.4	1	0	93	13	-4	-6	94	1	-5
COc1ccc(OC)c(C(=O)CSc2nnnn2C)c1	2	0.1	19	-4	98	13	-8	-10	95	-5	1
COc1cccc(C2CC(c3ccccc3)n3ncnc3N2)c1 (stereo not given)	6	0.4	8	-10	99	20	-4	-4	101	-7	-1
COc1cccc(/C=N\NC(=O)C2=NNC(=O)C2C)c1O (stereo not given)	-1	-0.3	6	-5	103	9	-4	0	103	0	-3
C/C(CCc1oc2ccccc2c1-c1ccc(C)o1)=N/O	13	1.0	24	-8	98	22	-1	-1	97	1	6
COc1cccc(NC(=O)CSc2nc3ccccc3c(=O)n2CCCC(=O)N2CCCC2)c1	.	.	6	-13	110	17	0	-3	103	-4	4
O=[N+]([O-])c1ccc(N2CCN(C(=S)Nc3cccc(F)c3)CC2)cc1	5	0.4	7	3	93	13	0	-15	99	-1	2
COc1cc(S(=O)(=O)N(Cc2ccccn2)Cc2ccco2)ccc1-n1cnnn1	2	0.9	4	-4	90	33	-8	-3	94	-5	-1
Cc1ccc(-n2cccn2)c([C@@H]2C[C@H]3CN(C)C(=O)[C@]34CCCN24)c1	1	0.9	7	-5	101	17	-3	-1	104	-4	0
CCOC(=O)NC(=S)Nc1cccc(NC(=S)NC(=O)OCC)c1	4	1.6	6	-8	98	21	-6	-9	103	-2	-2
CC(NS(C)(=O)=O)C(c1cccs1)N1CCN(c2ccccc2)CC1 (stereo not given)	1	0.7	7	-3	102	34	-6	-6	102	-4	-6
O=C(NCc1ccncc1)C(=O)NCC(c1ccco1)N1CCN(c2ccccc2)CC1 (stereo not given)	0	0.3	8	4	99	15	0	3	?	1	0
CC1(C)C2CC=C(/C=N/NC(=O)C3CC3)C1C2 (stereo not given)	0	0.1	9	-7	99	16	-4	-8	?	-1	-3
C=CCc1c(C)nc2c(OC)cccc2c1Cl	3	0.9	16	5	100	11	0	1	96	1	0
Cc1cccc(CN2CCC(CNC(=O)CCNC(=O)Cn3ccc4ccccc4c3=O)CC2)c1	4	0.4	5	-13	102	33	1	-7	99	-5	0
COc1cccc(-n2c(CCn3nc(C)c([N+](=O)[O-])c3C)n[nH]c2=S)c1	4	0.6	2	2	96	8	-8	-23	103	-1	-1
CCCC(CCC)C(=O)Nc1c[nH]c(=O)[nH]c1=O	-1	-0.1	14	-15	99	33	-9	-11	96	-8	0
CCS(=O)(=O)N1CCC(C(=O)NCc2cc(OC)ccc2OC)CC1	0	0.2	24	-13	100	29	-11	-11	97	-8	-4
CCNC(=O)/C(=C\c1ccc2c(c1)OCO2)NC(=O)c1ccc(Br)cc1	5	1.0	11	-13	89	36	-2	-9	93	-11	1
Cc1ccc(Cn2c(SCC(=O)NCC3CCCO3)nc3c2c(=O)n(C)c(=O)n3C)cc1 (stereo not given)	1	0.1	7	-3	101	13	0	-3	99	-2	0
Cc1nn(Cc2ccc(Cl)cc2)c(C)c1N	3	1.1	16	4	98	23	2	3	97	13	1
Cc1cc(C(=O)CN2C(=O)C3CC=CCC3C2=O)c(C)n1-c1ccccc1 (stereo not given)	-1	-1.7	15	-9	101	24	-1	-10	102	-7	-2
COc1cc(/C=C2/NC(=O)N(Cc3ccccc3F)C2=O)ccc1Oc1ccc([N+](=O)[O-])cn1	3	0.7	5	10	89	7	8	5	93	7	3
COc1ccc(C(=O)Nn2c(SCC(=O)NCc3ccccc3)nc3ccccc3c2=O)cc1	-3	-0.5	13	-14	100	31	-10	-9	99	-9	-2
CCS(=O)(=O)N1Cc2ccccc2CC1C(=O)OCC(=O)Nc1ccc(C)cc1 (stereo not given)	3	0.7	7	-5	100	4	-3	-3	99	-3	0
O=C(OCc1ccc(Cl)cc1)c1cnccn1	1	0.3	7	-11	102	11	-2	-2	98	-7	3
CCCc1nc2ccccc2c(=O)n1/N=C/c1ccc(O)cc1O	5	1.1	12	0	94	8	-1	0	100	0	3
N#Cc1ccc(COC(=O)c2cc(=O)c3ccccc3o2)cc1	35	-0.3	9	-3	105	15	0	-2	101	-3	0
CC(C)N(C(=O)Cn1cc(S(=O)(=O)CC(=O)NC2CCCCC2)c2ccccc21)C(C)C	5	0.1	11	-6	97	15	-4	-4	?	-3	0
CC(=O)c1c(C)oc2ccc(N(C(C)=O)S(=O)(=O)c3cccc([N+](=O)[O-])c3)cc12	2	0.9	8	-4	99	20	-1	-1	105	4	1
CCn1cc(C(=O)N2CC(C)CC(C)C2)c(=O)c2cc(S(=O)(=O)N3CCOCC3)ccc21 (stereo not given)	2	0.1	8	-13	89	53	-7	-3	92	-2	1
CCC(=O)Nc1ccc(NC(=S)Nc2ccccc2)cc1	-5	-0.8	13	0	98	8	-4	2	97	-3	0
COc1ccc(C(CNC(=O)c2cccnc2SC)N2CCOCC2)cc1 (stereo not given)	8	1.0	9	-7	102	12	-2	-7	102	-6	1
Cc1cc(NC(=O)CSc2nnc(-c3ccco3)n2CC2CCCO2)no1 (stereo not given)	2	0.3	7	-5	95	8	1	-2	91	-4	5
COc1cccc(OC)c1C(=O)NCCN1CCN(C(=O)c2c(OC)cccc2OC)CC1	-8	0.2	8	-12	102	13	0	-5	103	-9	-1
CC(=O)c1ccc(Nc2cc(C)nc3c(C)cccc23)cc1	2	-0.2	11	-9	104	15	-3	-6	101	-5	-1
CN(Cc1ccc(-n2cccn2)cc1)C(=O)c1cnn2c1NC(c1ccco1)CC2C(F)(F)F (stereo not given)	8	3.9	6	-9	99	26	-1	-8	100	-5	2
O=C(/C=C/c1ccco1)NC(=S)Nc1nc(-c2ccc3ccccc3c2)cs1	-2	-0.3	19	-5	99	16	-10	-7	96	-4	-3
CC(=O)N=c1sc(C(C)(C)C)c(C)n1C	1	0.2	4	-13	101	25	-3	-5	97	-3	2
CCN(CC)S(=O)(=O)c1ccc(Oc2ccccc2)cc1	1	0.1	10	-4	103	17	-1	-3	96	-4	-3
CC1CCC(NCc2ccco2)CC1 (stereo not given)	0	0.0	36	-10	100	47	-3	0	101	-3	-1
CCn1c(=NC(=O)CSC(C)=O)sc2cc(OC)ccc21	37	2.2	27	-13	98	14	-10	-10	99	-12	-6
O=C(/C=C/c1ccccc1)N/C(=C\c1ccco1)C(=O)O	1	1.1	7	-4	103	13	-7	-4	101	-4	-2
Cc1ccc(C)n1-c1cccc(N)c1	0	0.1	12	1	49*	9	2	5	73	1	0
NS(=O)(=O)c1ccc(NC(=O)C2COc3ccccc3O2)cc1 (stereo not given)	1	0.5	7	-7	92	11	0	-3	90	-6	4
O=C1N(Cc2ccccc2F)c2ccccc2C12OCCCO2	2	0.7	30	-2	106	14	-2	0	104	2	0
Oc1cccc2ccc(/C=C/c3c(F)cccc3Cl)nc12	0	-0.4	10	-4	102	15	-1	-2	?	-2	-1
Cc1ccsc1/C=N/N1CCOCC1	3	0.2	11	-4	102	11	0	-4	?	-1	-1
Cc1ccc(S(=O)(=O)Nc2nc3ccccc3s2)cc1[N+](=O)[O-]	1	1.1	11	-8	98	10	-4	-4	101	-2	-2
CNC(=O)CC12CC3CC(CC(C3)C1)C2	0	0.1	6	-13	98	261*	0	-7	100	-7	2
COC(=O)c1nnn(CC(=O)NC(=O)Nc2cccc(C)c2C)c1C(=O)OC	15	2.8	2	0	105	13	-8	-7	102	-3	-4

Next records.
smiles	ABCG2 block	ABCB1 block	Avidin bead fluor	Bfl-1 Bim block	RGS4-Gao reg	GSH fluor	Bim-Bcl-XL	Bim-Bcl-B	RGS7-Gao	Bim-Bcl-2	Bim-Bcl-W
CCOC(=O)c1ccc(N2C(=O)CC(SCC(=O)Nc3ccc(S(N)(=O)=O)cc3)C2=O)cc1 (stereo not given)	-1	0.1	23	-8	99	8	-4	-7	103	0	0
COc1ccc(/C=N/NC(=O)c2ccc(Cn3cc([N+](=O)[O-])cn3)o2)c(OC)c1C	17	1.9	16	-5	96	8	-2	-3	99	-4	-3
N#CC(c1nc2ccccc2nc1N1CCCC1)S(=O)(=O)c1cccs1 (stereo not given)	0	0.2	3	1	103	38	-4	-2	100	0	0
COc1ccc(-c2cc3nnc(-c4ccccc4)nc3s2)cc1	0	0.1	4	3	96	14	1	0	98	3	2
O=C(C(NS(=O)(=O)c1cccc2nsnc12)c1ccccc1)N1CCN(c2ccccc2)CC1 (stereo not given)	4	2.8	6	-11	102	14	-5	-6	102	-6	0
COc1cccc2c(=O)c3ccccc3oc12	5	0.2	13	1	100	68	3	2	99	-1	0
O=C(NCc1ccco1)c1cc(-c2cccc(Cl)c2)on1	38	0.2	18	-10	99	25	-9	-10	100	-5	-6
O=C(Cn1nc(C(F)(F)F)c2c1CCCC2)Nc1ccc2c(c1)OCO2	28	0.0	12	-12	102	37	-10	-6	100	-6	-5
COc1cccc(/C=N/Nc2ncnc(N)c2[N+](=O)[O-])c1OC	4	0.3	8	-9	100	12	-5	-7	98	-7	2
COc1ccc(CNC(=O)CN2C(=O)NC3(CCCCCC3)C2=O)cc1OC	1	0.4	9	-6	100	15	0	-3	102	-5	-2
COCc1c(C(=O)OCc2nc(N)nc(Nc3ccccc3C)n2)oc2ccccc12	39	1.1	33	-11	99	21	-12	-11	99	-14	-12
COc1ccc(-c2ccc(SCC(=O)NCc3ccco3)nn2)cc1	3	0.6	13	-9	98	23	0	-1	94	-6	2

3 entries from above, with values under each structure:
Results follow in this order: ABCG2 block | ABCB1 block | Avidin bead fluor | Bfl-1 Bim block | RGS4-Gao reg | GSH fluor | Bim-Bcl-XL | Bim-Bcl-B | RGS7-Gao | Bim-Bcl-2 | Bim-Bcl-W
> COc1ccc(-c2ccc(SCC(=O)NCc3ccco3)nn2)cc1
→ 3 | 0.6 | 13 | -9 | 98 | 23 | 0 | -1 | 94 | -6 | 2
> COCc1c(C(=O)OCc2nc(N)nc(Nc3ccccc3C)n2)oc2ccccc12
→ 39 | 1.1 | 33 | -11 | 99 | 21 | -12 | -11 | 99 | -14 | -12
> COc1cccc(/C=N/Nc2ncnc(N)c2[N+](=O)[O-])c1OC
→ 4 | 0.3 | 8 | -9 | 100 | 12 | -5 | -7 | 98 | -7 | 2
